Bioassay records (PubChem)
TRHR PAM – allosteric enhancers of human TRH receptor; enhancement, % at 2 µM; TRHR cells, fluo-8 calcium fluorescence, EC20 TRH enhancement; 360,000 tested, 0.66% active; P34981; in the data active = enhancement above about 30%; also: 0% is about no effect
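TRHR-expressing cells loaded with fluo-8 calcium dye were read kinetically (ex 480/em 530) during compound addition, then stimulated with an EC20 of TRH (10 nM final). Enhancement of the Gq-mediated intracellular calcium response was scored.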
D1 agonist – activates the human D1 dopamine receptor | P21728 | HEK293 T-REx D1 cells, calcium flux, agonist mode | activation, % at 2 µM | 360,000 tested, 1% active | AID 504660; in the data active = activation above about 30%; also: 0% is about no effect
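Tetracycline-induced HEK293 TREx D1 cells, force-coupled to calcium signalling, were dye-loaded with a no-wash calcium kit. Compound was pin-added after a 10 s baseline. Fluorescence was read kinetically at 1 cycle/s for 180 s, with calcium rises flagged as agonism.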
D2 antagonist – antagonizes the human D2 dopamine receptor; AID 485344; inhibition, % at 10 µM; HEK293 TREx D2 cells, calcium flux, dopamine EC80; 340,000 tested, 2% active; P14416; in the data active = inhibition above about 30%; also: 0% is about no effect
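Compounds are added to dye-loaded, induced HEK293 T-REx cells coupled to calcium release via D2; after a 3 min kinetic read an EC80 dopamine stimulus is given and fluorescence is recorded for 3 more min.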
RXFP1 ag – activates the human relaxin receptor RXFP1; HEK293T-RXFP1 cAMP TR-FRET, 30 min; response scale: percent of porcine relaxin response, buffer zero; 370,000 tested, 0.3% active; Q9HBX9; Potency, µM (top dose mostly 57.5 µM), for inactives: top-dose activation, hits mostly activators; AID 2676; active = well fitted activation curve with a large enough effect; inconclusive = small, poorly fitted or top-dose-only effect; also: potency is read from the fitted curve at half-maximal effect; % is scaled to controls: 0 for no effect and ±100 for the full control effect; nearly all actives have a fitted effect of over 60% in size; many of its hits are not listed in these tables
Target sequence (Q9HBX9 whole entry, looked up): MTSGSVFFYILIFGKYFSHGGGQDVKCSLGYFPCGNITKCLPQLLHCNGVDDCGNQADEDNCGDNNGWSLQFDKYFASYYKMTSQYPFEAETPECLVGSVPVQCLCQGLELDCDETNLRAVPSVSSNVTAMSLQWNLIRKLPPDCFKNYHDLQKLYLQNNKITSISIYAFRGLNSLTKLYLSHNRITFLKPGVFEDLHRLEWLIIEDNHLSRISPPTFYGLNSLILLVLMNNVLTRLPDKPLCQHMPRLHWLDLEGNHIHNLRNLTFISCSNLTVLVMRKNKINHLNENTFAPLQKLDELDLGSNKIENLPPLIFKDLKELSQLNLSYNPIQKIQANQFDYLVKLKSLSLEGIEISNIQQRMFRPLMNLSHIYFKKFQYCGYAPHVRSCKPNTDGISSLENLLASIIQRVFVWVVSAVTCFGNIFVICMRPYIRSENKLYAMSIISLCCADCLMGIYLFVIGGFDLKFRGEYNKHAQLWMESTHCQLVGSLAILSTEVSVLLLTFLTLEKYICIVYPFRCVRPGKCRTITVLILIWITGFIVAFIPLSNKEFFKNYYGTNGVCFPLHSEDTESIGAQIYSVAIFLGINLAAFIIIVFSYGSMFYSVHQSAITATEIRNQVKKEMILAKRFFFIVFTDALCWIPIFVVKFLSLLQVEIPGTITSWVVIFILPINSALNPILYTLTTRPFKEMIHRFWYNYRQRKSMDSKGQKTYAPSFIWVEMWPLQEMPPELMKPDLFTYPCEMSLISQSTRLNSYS
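Agonist response is measured as cAMP accumulation in an RXFP1-transfected HEK293T line under PDE4 inhibition. Values are scaled between buffer-only and 29 nM porcine relaxin, and EC50s come from standard Hill equation fits.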
D2 agonist – activates the human D2 dopamine receptor; P14416; HEK293 T-REx D2 cells, calcium flux agonist mode; 340,000 tested, 0.53% active; AID 485358; activation, % at 2 µM;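 active = activation over 3 SD above normal in the single-dose calcium agonist read, cut at about 30% in these data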; also: 0% is about no effect
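Tetracycline-induced HEK293 T-REx cells with force-coupled D2 receptor, plated overnight at 30 C, loaded with no-wash calcium dye. After a 10 s baseline, compound was pin-added and calcium flux read kinetically for 180 s; calcium rises flagged agonists.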
D1 potentiator – potentiators of human D1 dopamine receptor | 360,000 tested, 0.036% active | HEK293 TREx D1 cells, calcium flux, dopamine EC20 potentiation | potentiation, % at 10 µM | P21728; in the data active = potentiation above about 30%; also: 0% is about no effect
D1 antagonist – human D1 dopamine receptor antagonism. HEK293 TREx D1 cells, calcium flux, dopamine EC80; active compounds read low. P21728. activity change, negative = inhibition, % at 10 µM. 360,000 tested, 3.2% active; in the data active = activity change below about -30%; also: % is scaled to controls: 0 for no effect and ±100 for the full control effect
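Compound effects on dopamine-evoked calcium signalling were measured in tetracycline-induced HEK293 Trex D1 cells. Dopamine at EC80 followed a 180 s compound pre-read, and fluorescence was tracked kinetically for 180 s more.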
D2 PAM – positive allosteric modulators of human D2 dopamine receptor | HEK293 T-REx D2, calcium flux, EC20 dopamine potentiation | potentiation, % at 10 µM | 340,000 tested, 0.34% active | AID 485347;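 active = potentiation over 3 SD above the plate norm, cut at about 30% in these data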; also: 0% is about no effect
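Using a no-wash calcium dye in inducible, force-coupled HEK293 Trex cells expressing D2, we tracked fluorescence each second for 180 s after compound, then for 180 s after EC20 dopamine to detect augmented signalling.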
RXFP1 antag – antagonists of human relaxin receptor RXFP1; HEK293-RXFP1, relaxin-stimulated cAMP HTRF, 30 min; active compounds read low; activity change, negative = inhibition, % at 57.5 µM; 350,000 tested, 0.59% active; AID 1259400;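 active = activity change of -60% or lower, but not beyond a set lower limit; inconclusive = change between -60% and -40%, or beyond the set limit; inactive = change above -40%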; also: % is scaled to controls: 0 for no effect and ±100 for the full control effect
Numbers without * were called inactive; ? = inconclusive; · = no result given. An excerpt. The share of hits here may be higher or lower than overall.

item | structure | TRHR PAM | D1 agonist | D2 antagonist | RXFP1 ag | D2 agonist | D1 potentiator | D1 antagonist | D2 PAM | RXFP1 antag
1 | O=C(c1c(F)cccc1F)N1CCCC1 | 5 | 2 | -11 | -0.5% | 0.3 | -9 | 3 | 18 | -5
2 | O=C(Nc1nc2ccccc2s1)Nc1ccc(F)cc1F | 5 | 2 | -2 | 0.6% | 0.7 | -4 | 2 | 13 | 4
3 | Cc1cccc(NC(=O)CNC(=O)CSc2nnc(C(F)(F)F)n2C)c1C | -2 | 2 | -34 | -0.2% | -0.1 | 5 | -1 | 19 | 5
4 | Cc1ccc(N2C(=O)C3ON(c4ccccc4)C(c4ccncc4)C3C2=O)c(C)c1 (stereo not drawn) | 8 | 2 | -1 | -0.6% | -1.7 | -7 | 1 | -4 | -5
5 | Cn1nc([N+](=O)[O-])nc1Sc1nnc(-c2ccccc2)o1 | -1 | 6 | 1 | 3.6% | -0.6 | -5 | -2 | -2 | -9
6 | COCCCNC(=O)c1ccc2c(c1)N(Cc1ccccc1F)C(=O)c1ccccc1S2=O (stereo not drawn) | 3 | 0 | · | -0.9% | 0.0 | 2 | -1 | -1 | ·
7 | O=C(NC1CC1)C1CCN(S(=O)(=O)c2cc([N+](=O)[O-])ccc2Cl)CC1 | -4 | 2 | -10 | 2.9% | -0.8 | · | -2 | -11 | 2
8 | COc1ccc(-n2c(CCc3ccccc3)nnc2SCC(=O)c2ccccc2)cc1 | 1 | 4 | 4 | 0.6% | -0.7 | -7 | 13 | -2 | -13
9 | Cc1cc(C)c(NC(=O)c2cc(=O)c3ccccc3o2)c(C)c1 | 13 | 1 | -7 | 0.8% | -0.3 | -3 | 22 | 3 | -6
10 | CCOc1ccc(C(=O)NCC(=O)OCc2nnc(-c3ccccc3)o2)cc1OCC | -2 | 6 | 19 | 0.6% | -0.9 | · | 16 | -5 | -1
11 | COc1ccc(CN(C(=O)COc2ccc(C)c(C)c2)C2CCS(=O)(=O)C2)cc1OC (stereo not drawn) | -5 | 1 | -2 | 3.1% | -0.5 | -7 | 1 | 10 | 4
12 | CC(=O)Nc1cc(C(=O)NCc2ccccc2)ccc1Sc1ccc(C)cc1 | 3 | -1 | · | 7.8% | · | 0 | 9 | 6 | -18
13 | O=C(Nn1c(COc2ccccc2)nc2ccccc2c1=O)C(Cl)(Cl)Cl | 6 | 4 | 1 | 3.0% | 0.6 | 7 | 5 | -4 | 0
14 | CCCNC(=O)CN(Cc1ccco1)S(=O)(=O)c1ccc(OCC)cc1 | 11 | 2 | 6 | -1.6% | -1.6 | -1 | -20 | 8 | -12
15 | COc1ccc(S(=O)(=O)N(CC(=O)NC(C)C)Cc2ccccc2)cc1 | 8 | 0 | 11 | -0.3% | 0.4 | -3 | 5 | 8 | 4
16 | COc1cccc(/C=N/NC(=O)c2c(C)nc3ccc(Cl)cn23)c1O | 2 | 7 | · | -0.2% | · | -9 | -3 | -4 | -32
17 | Cc1cc(/C=C2/SC(=O)NC2=O)c(C)n1-c1ccc(N2CCOCC2)cc1 | 5 | 13 | -3 | 5.7% | 2.5 | -7 | -22 | 10 | ·
18 | Clc1ccc(-c2ccc(/C=N/Nc3cc(N4CCOCC4)nc(N4CCOCC4)n3)o2)cc1 | -4 | 2 | 2 | -0.2% | 0.0 | -7 | 6 | -10 | -20
19 | CCC(C)NC(=O)CCC(=O)Nc1ccc2nc(N3CC(C)CC(C)C3)cc(C)c2c1 (stereo not drawn) | 2 | 5 | -10 | ? | -0.3 | -6 | -3 | 5 | -6
20 | COc1cc(/C=C(\NC(C)=O)C(=O)Nc2cccc(O)c2)ccc1OC(C)=O | -6 | 3 | 29 | 2.2% | 0.6 | 1 | -12 | -1 | -8
21 | CCOC(=O)N1CCN(C(=O)CN(C)S(=O)(=O)c2ccc(F)cc2)CC1 | -5 | 3 | -19 | 0.5% | 0.7 | 1 | 19 | -2 | 0
22 | CCCN1CCN(C(=O)c2cc(COc3ccc4ncccc4c3)on2)CC1 | -1 | 12 | -14 | 5.2% | 0.0 | -3 | 0 | 9 | 6
23 | CN1CCN(S(=O)(=O)c2ccc(C#N)cc2)C(c2ccccc2)C1 (stereo not drawn) | -16 | 1 | -5 | 0.1% | 0.3 | -7 | 4 | -6 | -13
24 | Oc1ccc(Br)cc1CNc1cnc2ccccc2c1 | -2 | 8 | 6 | 0.4% | 0.4 | -3 | -6 | -3 | -6
25 | COC(=O)CC1C(=O)NCCN1C(=O)c1ccccc1 (stereo not drawn) | 6 | 2 | -6 | 0.1% | 0.5 | -2 | 8 | 4 | 3
26 | CS(=O)(=O)N1CCCC(C(=O)Nc2ccccc2F)C1 (stereo not drawn) | -5 | 0 | 3 | 1.6% | 0.5 | -2 | 23 | -1 | 10
27 | CCOC(=O)C1(Cc2ccc(OC)cc2)CCN(C(=O)Cc2cccnc2)CC1 | 0 | 0 | 4 | -2.2% | 0.2 | 1 | -7 | -2 | 3
28 | O=S(=O)(Nc1ccc2c(c1)OCO2)c1cccc(Br)c1 | 0 | 0 | -1 | 0.1% | -0.6 | -1 | -34* | 12 | 1
29 | COc1ccc2c(c1)Sc1ccccc1N2CCN(C)C | -4 | 16 | 40* | -0.2% | -1.8 | -11 | -16 | · | -22
30 | CCOc1ccccc1CNC(=O)Cn1nc(C)c2nn(-c3ccc(Cl)cc3)c(C)c2c1=O | 20 | 1 | · | ? | -1.1 | -1 | 4 | 11 | -14
31 | CC1CC(C)CN(c2nc(NCc3ccco3)nc(N)c2[N+](=O)[O-])C1 (stereo not drawn) | -3 | 12 | 2 | 0.0% | -1.6 | 3 | 24 | -9 | ·
32 | CCOC(=O)c1c(CNc2ccncc2)n(C)c2cc(Br)c(O)cc12 | 1 | 2 | -19 | 0.8% | 0.9 | -6 | 7 | 15 | 8
33 | CN(CC(=O)Nc1ccc(F)c(F)c1F)C(=O)CCCSc1nc2ccccc2[nH]1 | -7 | -1 | -1 | -0.1% | -0.5 | 4 | -1 | 3 | -5
34 | CCN(CC)C(=O)C1=CC(c2ccc3c(c2)OCO3)=NS(=O)(=O)N1C | 3 | 4 | · | -0.7% | 9.8 | -1 | 4 | 4 | -6
35 | Cc1nn(CC(C)C)c(Cl)c1C(=O)N(C)CC(=O)Nc1c(Cl)cccc1Cl | 2 | 1 | · | -3.2% | · | 3 | 8 | · | -6
36 | CCCC(=O)NNc1c2ccccc2nc2ccccc12 | -5 | 2 | 2 | -1.0% | -0.5 | -3 | 1 | 16 | -15
37 | Cc1cccc(C(=O)N2CCc3cc(CNC(=O)Cc4ccc(F)cc4)ccc32)c1 | -1 | 6 | · | -1.6% | -0.5 | 3 | -21 | 2 | -31
38 | CCOC(=O)C1CCN(C(=O)c2ccc3c(c2)sc2nc(-c4ccc(OCC)cc4)cn23)CC1 | 16 | 1 | · | 1.2% | -0.5 | 3 | 8 | 2 | -3
39 | CN(C)c1ccc(/C=C2\SC(=O)N(CC(O)Cn3c4ccccc4c4ccccc43)C2=O)cc1 (stereo not drawn) | 1 | 46* | -10 | 1.3% | 10 | -10 | -7 | -5 | 13
40 | Clc1cccc(Nc2nc(N3CCOCC3)nc(N3CCOCC3)n2)c1 | -2 | 4 | -4 | -0.4% | 0.3 | -7 | -18 | -2 | -7
41 | CC(=O)Oc1ccc2c(=O)c(-c3ccccc3)c(C)oc2c1 | -7 | -1 | 5 | 0.6% | -0.4 | 3 | 1 | 5 | 2
42 | Cc1cccc(C)c1NC(=O)CS(=O)CC(=O)NC1CCCc2ccccc21 (stereo not drawn) | 8 | -2 | 1 | 2.7% | 0.3 | -3 | 6 | 16 | 7
43 | Cc1ccc(C(=O)N[C@H](C(=O)Nc2sccc2C(N)=O)C(C)C)cc1 | -1 | 1 | 11 | -1.1% | -2.9 | -5 | 4 | · | -9
44 | CC(CCc1ccccc1)NC(=O)CN1CCN(c2ccc(O)cc2)CC1 (stereo not drawn) | -4 | 1 | -17 | -1.9% | 2.4 | -7 | -14 | 1 | -35
45 | CN(C)c1ccc(-c2c(-c3ccc4c(c3)OCO4)noc2-c2ccsc2)cn1 | -5 | 4 | -6 | 0.1% | -0.8 | 2 | -12 | 4 | ·
46 | O=C(CN1C(=O)NC2(CCCC2)C1=O)Nc1cc(C(F)(F)F)ccc1N1CCCCC1 | 4 | 17 | -13 | -0.1% | 0.6 | 0 | 29 | 17 | -19
47 | O=C(Nc1ccon1)c1ccc(Cl)c(S(=O)(=O)N2CCCCC2)c1 | -6 | 3 | 16 | 1.6% | -0.1 | 0 | 5 | -5 | -15
48 | COc1ccc(C(=O)NC(=S)N2CCNC(=O)C2CC(=O)OC(C)C)cc1 (stereo not drawn) | 0 | 3 | 2 | 3.0% | -0.9 | -6 | 11 | 7 | 7
49 | CCCC[C@H]1COCCS(=O)(=O)N1Cc1ccc(C)cc1 | 1 | 6 | · | -0.7% | · | -2 | -4 | · | ·
50 | Fc1ccccc1OCCCCCCN1CCCC1 | -1 | 8 | 10 | -0.8% | -1.3 | -7 | 2 | 14 | -1
51 | O=[N+]([O-])c1ccc(NCCCN2CCOCC2)c(Cl)c1 | 20 | 4 | -8 | 1.3% | 0.0 | -6 | -3 | -6 | 13
52 | O=C(NC(NNc1ccc([N+](=O)[O-])cc1)(C(F)(F)F)C(F)(F)F)c1ccc(F)cc1 | -3 | 27 | 3 | -1.0% | 7.0 | -12 | -17 | 7 | -16
53 | COc1ccc(CCC(=O)Nc2nc3c(s2)CN(C)CC3)cc1OC | -2 | 3 | -5 | -1.4% | 0.6 | -3 | 1 | -1 | 14
54 | Cn1nc(C(=O)NNc2c(F)c(F)cc(F)c2F)c2ccccc2c1=O | 8 | 2 | 1 | 1.6% | 2.7 | 0 | -1 | 2 | 1
55 | Cc1cnc(C(=O)OCC(=O)NCc2ccccc2)cn1 | 4 | 2 | -2 | 0.3% | 0.3 | -1 | 11 | 8 | 3
56 | COC(=O)c1cc2nc(-c3ccc(C)cc3)cc(C(F)(F)F)n2n1 | 4 | 1 | 6 | 2.0% | 0.2 | 4 | 3 | 18 | -26

Molecules above containing bromine:
item | structure | TRHR PAM | D1 agonist | D2 antagonist | RXFP1 ag | D2 agonist | D1 potentiator | D1 antagonist | D2 PAM | RXFP1 antag
24 | Oc1ccc(Br)cc1CNc1cnc2ccccc2c1 | -2 | 8 | 6 | 0.4% | 0.4 | -3 | -6 | -3 | -6
28 | O=S(=O)(Nc1ccc2c(c1)OCO2)c1cccc(Br)c1 | 0 | 0 | -1 | 0.1% | -0.6 | -1 | -34* | 12 | 1
32 | CCOC(=O)c1c(CNc2ccncc2)n(C)c2cc(Br)c(O)cc12 | 1 | 2 | -19 | 0.8% | 0.9 | -6 | 7 | 15 | 8
